Screening data as filed in PubChem BioAssay.
a7 integrin act: qHTS for Activators of Integrin-Mediated Alleviation for Muscular Dystrophy; alpha7betagal myoblasts, beta-gal FDG fluorescence, 48 h; Potency, µM (highest dose often 38.3 µM), inactives show at the top dose activation, usual class: activators; actives 0.064% (n = 350,000);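 also: potency is read from the fitted curve at half-maximal effect; 100% = response of the positive control SU9516; nearly all actives have a fitted effect of over 60% in size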
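alpha7betagal+/- myoblasts (passage 13, 250/well) treated 48 h at 37C with compounds at 1:260 dilution of DMSO stock. Lysed, then beta-galactosidase activity read as FDG fluorescence (ex 480/em 540) after 30 min, with pre-read for autofluorescence.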
AT treatment: qHTS Assay for Identifying a Potential Treatment of Ataxia-Telangiectasia | […] A-T fibroblasts, KAP-1 phosphorylation AlphaLISA; neocarzinostatin DNA damage 30 min before lysis | actives 0.19% (n = 320,000) | Potency, µM (series often up to 57.5 µM), inactives show at the top dose activation, usual class: activators; also: potency is read from the fitted curve at half-maximal effect; % of control where 0% means no effect; nearly all actives have a fitted effect of over 45% in size
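ATM-like activity read as KAP-1 phosphorylation via AlphaLISA donor/acceptor antibody pairs after lysis and 6 hr at 25C. Cells were ATM-null patient fibroblasts ([…], hTERT), dosed 60 min, then exposed to the DSB inducer NCS for 30 min.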
BRCA1 expr act: qHTS Assay to Identify Small Molecule Activators of BRCA1 Expression; actives 1.1% (n = 380,000); Potency, µM (highest dose often 46.1 µM), inactives show at the top dose activation, actives largely listed as activators; MCF7-BRCA1-FFLuc reporter, luminescence, 48 h; response scale: scaled: vehicle 0%, 10 µM genistein 100%; also: potency is read from the fitted curve at half-maximal effect; nearly all actives have a fitted effect of over 80% in size; some results filed as inactive show a strong effect at the top dose
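MCF7 cells carrying a BRCA1-firefly luciferase reporter (2000 cells/well, phenol-red free MEM) were attached for 2 h at 37 °C, then given compounds for 48 h. Luminescence was read 15 min after luciferase reagent; activity normalized to genistein (10 microM) and DMSO.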
TCR act: Activators of T cell receptors: qHTS campaign; 330,000 tested, under 10 active; Potency, µM (series often up to 9.22 µM), for inactives: top-dose activation of IL-2 secretion, actives largely listed as activators; primary human leukocytes, anti-CD3, IL-2 HTRF, 48 h; also: % of control where 0% means no effect
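Compounds are tested in HTS on primary human leukocytes co-incubated with a-CD3 beads for 48 hr. IL-2 output is measured by time-resolved FRET.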
B2AR arrestin: qHTS assay of beta-arrestin-biased ligands of beta2-adrenergic receptor | Beta-2 adrenergic receptor (Homo sapiens), P07550 | beta-arrestin recruitment to beta2AR, cell-based reporter | Potency, µM (top dose mostly 46.1 µM), for inactives: at the highest dose activation, usual class: activators | actives 0.02% (n = 330,000);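 also: potency is read from the fitted curve at half-maximal effect; 0% = DMSO controls and full agonism = EC100 isoproterenol or metaproterenol; nearly all actives have a fitted effect of over 65% in size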
p53 reactivator: qHTS assay for re-activators of p53 using a Luc reporter | H1299 p53-A138V BP100-luciferase reporter, luminescence, 24 h | Potency, µM (series often up to 92.2 µM), for inactives: at the top dose activity change, positive = activation, actives largely listed as activators | actives 0.063% (n = 320,000); also: potency is read from the fitted curve at half-maximal effect; % of control where 0% means no effect; nearly all actives have a fitted effect of over 45% in size
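H1299 (p53-null), stable ts p53-A138V + BP100-Luc; 1000 cells/well, Opti-MEM/10% FBS; cpd 4 pt, 1:5; 24 h, 37 deg C, 5% CO2; detection reagent 10 min RT; luminescence.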
PTAP TSG101 blk: qHTS Assay for Iinhibitors of HIV-1 Budding by Blocking the Interaction of PTAP/TSG101 | Potency, µM (series often up to 115 µM), inactives show at the top dose activity change, negative = inhibition, hits mostly inhibitors | AID 493005, 2010 | Tumor susceptibility gene 101 protein (Homo sapiens), Q99816 | Fluorescence polarization, FITC-PTAP peptide / Tsg101 binding | 340,000 tested, under 10 active; active = well fitted inhibition curve with a large enough effect in the main read-out, with a control signal flat, not every such curve was filed as active; inconclusive = small, poorly fitted or top-dose-only effect, or effect the other way, or a change in a side signal; inactive = no such curve, though single readings can be large or run the other way; also: potency is read from the fitted curve at half-maximal effect; % of control where 0% means no effect
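FP read-out: FITC-PTAP peptide, 50 nM final, binding Tsg101 binding domain, 10 uM final; 20 min, r.t.; 10 mM HEPES pH 7.5, 0.15 M NaCl, 0.01% Tween 20, 3 mM EDTA, 0.1 mM TCEP.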
TRPV1 ag: HTS Assay for Compounds that Act as Agonists of the Vanilloid Receptor 1 | Transient receptor potential cation channel subfamily V member 1 (Homo sapiens), Q8NER1 | TRPV1-expressing cells, Fluo-8 calcium influx, agonist mode | activation, % at 8.33 µM | actives 0.19% (n = 320,000); in the data active = activation above about 80%; inconclusive = between about 30% and that limit; also: 0% is about no effect
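TRPV1-expressing cells were cultured overnight at 35.5C and loaded with Fluo-8 calcium dye for 40 to 90 min at room temperature. After a 10 s baseline, compound was added and calcium influx was read kinetically for 3 min (ex 480/em 520 nm).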
ELG1 DNA repair: qHTS screen for small molecules that inhibit ELG1-dependent DNA repair in human embryonic kidney (HEK293T) cells expressing luciferase-tagged ELG1; Potency, µM (doses to about 46.1 µM), for the others: at the highest dose activity change, negative = inhibition, hits mostly inhibitors; HEK293T ELG1-luciferase reporter, luminescence, 16 h; DNA damage induced by 5-fluorouridine; actives 2.3% (n = 330,000); also: potency is read from the fitted curve at half-maximal effect; % is scaled to controls: 0 for no effect and ±100 for the full control effect; nearly all actives have a fitted effect of over 55% in size
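Reporter activity after DNA damage by 5-fluorouridine is monitored. Compound-treated cells incubate 16 hr at 37 °C, then ONE-Glo is added for 30 min before luminescence reading.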
CXXC DNA block: qHTS Fluorescence Polarization Assay for Inhibitors of MLL CXXC domain - DNA interaction; MLL-CXXC / FITC-HOXA9 DNA fluorescence polarization; Potency, µM (top dose mostly 115 µM), inactives show at the top dose activity change, negative = inhibition, most hits filed as inhibitors; actives 0.037% (n = 290,000); AID 2662, 2010; active = well fitted inhibition curve with a large enough effect in the polarisation, with a control signal flat, not every such curve was filed as active; inconclusive = small, poorly fitted or top-dose-only effect, or effect the other way, or a change in a side signal; inactive = no such curve, though single readings can be large or run the other way; the % refers to the polarisation; also: potency is read from the fitted curve at half-maximal effect
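Steps: dispense CXXC domain solution (7 uM) → pin compounds or unlabeled HOX-A9 DNA control → 5 min ambient → add FLSN-HOX-A9 solution (50 nM) → spin → 30 min ambient → fluorescence polarization. Tris pH 7.5/NaCl/DTT/BSA buffer.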
* hit, by the source's call; u = inconclusive; x = no result given; [ ] = another dose, or the depositor's remark. Unless noted, calls follow the shape of the dose curve; as a rule, active = well fitted curve in the direction sought with a large enough effect; inconclusive = small, poorly fitted or top-dose-only effect, or another doubt; inactive = no such curve, though single readings can be large; an effect the other way counts as inactive or inconclusive.

Values in the order: PTAP TSG101 blk	BRCA1 expr act	CXXC DNA block	TCR act	TRPV1 ag	p53 reactivator	AT treatment	a7 integrin act	B2AR arrestin	ELG1 DNA repair
Cc1c(-n2cc(C(=O)c3cc(Br)ccc3O)cc(C#N)c2=O)c(=O)n(-c2ccccc2)n1C
  -7%	-10%	8%	1%	3	-8%	-2%	3%	-0.3%	u
COC(=O)C(C)SC1=N/C(=C/c2ccc(-n3cncn3)cc2)C(=O)N1 (stereo not given)
  0%	-1%	16%	-6%	1	5%	18%	23%	0.0%	-5%
COc1cc(OC)cc(N2CC(C)(C)C2=O)c1
  0%	24%	-1%	-28%	8	1%	-8%	10%	0.3%	-4%
Cc1ccc(-c2nnc(SCc3nc(N)nc(Nc4ccccc4C)n3)n2N)cc1
  -1%	-4%	-3%	-3%	-2	7%	-1%	-5%	0.0%	0%
NS(=O)(=O)c1cccc(NC(=O)CSc2ccccn2)c1
  -2%	72%	4%	-1%	8	27%	4%	7%	0.2%	u
Cc1ccc(-c2nnn(CC(=O)N(C)C3CCCCC3)n2)o1
  -5%	-13%	0%	0%	0	2%	-4%	-8%	0.5%	-13%
CCO[C@H]1OC(C(=O)O)=C[C@@H](c2coc3ccccc3c2=O)[C@@H]1CCCO
  0%	27%	x	3%	x	x	x	7%	x	x
COc1cccc(CN(C)C(=O)Cc2c[nH]c3ccccc23)c1
  -6%	11%	10%	-5%	6	-4%	-2%	-8%	-0.8%	17%
Cc1ccccc1OCC(=O)N1CCc2ccccc2C1
  -3%	67%	-5%	-2%	16	u	3%	-18%	-2.9%	30%
COc1ccc(C(=O)NNC(=S)Nc2ccccc2)cc1
  -1%	26%	11%	x	3	u	2%	6%	-0.9%	u
CCOC(=O)c1c(C)[nH]c(C(=O)COC(=O)c2ccc(N3CCCC3=O)cc2)c1C
  -1%	9%	-4%	-2%	2	-4%	0%	29%	0.0%	3%
O=C(CN1CCN(Cc2ccc(Cl)cc2)C1=O)NCCCN1CCN(c2ccc(F)cc2)CC1
  -1%	-46%	0%	-5%	-3	5%	2%	-27%	0.4%	u
Cc1cc(C)nc(SCc2nnc(SCC(=O)Nc3ncc(C)s3)n2Cc2ccco2)n1
  -4%	3%	0%	-1%[46.1 µM]	2	-5%	x	21%	0.4%	u
O=C1C2CC=CCC2C(=O)N1Cc1nnc(-c2ccc(Cl)cc2)o1 (stereo not given)
  -2%	59%	8%	-2%	25	0%	3%	2%	0.1%	u
CCOC(=O)C1=C(CC)Nc2ccccc2N=C1NC(=O)c1cc(S(=O)(=O)N(C)C)ccc1Cl
  -2%	-6%	u	7%	2	0%	0%	10%	0.1%	u
CC(C)C[C@H](NC(=O)c1nc[nH]c1C(=O)NCc1ccccc1)C(=O)OC(C)(C)C
  -11%	-34%	3%	-4%	u	0%	5%	-14%	0.0%	-4%
Cc1cc(NC(=O)CSc2nc3ccccc3s2)no1
  -3%	12%	8%	-2%	13	6%	-9%	-10%	-0.1%	13%
Cc1ccc(NC(=O)Cc2nc(-c3c[nH]c(C(=O)N4CCCC4)c3)cs2)c(C)c1
  0%	-44%	x	17%	2	-4%	-5%	-13%	-0.8%	16µM*
O=C(Cc1c[nH]c2ccccc12)NCc1ccc(Cl)cc1
  -4%	61%	18%	4%[46.1 µM]	25	16%	-2%	-12%	0.0%	u
CC(=O)N1c2ccc(S(=O)(=O)N3CCC(C(=O)NC4CCCCC4C)CC3)cc2CC1C (stereo not given)
  0%	2%	22%	-10%	4	x	-2%	28%	-0.6%	-1%
CCOCCCNC(=O)C(c1ccc(C)cc1)N(Cc1ccc2c(c1)OCO2)C(=O)c1ccccn1 (stereo not given)
  -5%	-13%	0%	x	-5	-1%	19%	-15%	0.1%	0%
CCOC(=O)c1sc(=S)n(CC)c1NC(=O)c1ccccc1C
  0%	-21%	8%	6%	17	5%	-3%	0%	-0.3%	-11%
COc1ccc(Cc2nc3ccc(C(=O)N(C)CCO)cc3o2)cc1
  1%	1%	-2%	-3%	-21	x	-18%	13%	3.0%	-1%
Cc1cc(C)nc(SCc2cnc(C)nc2N)n1
  -1%	0%	6%	3%	-2	-3%	0%	4%	0.0%	10%
COc1cc(CNC(=O)OCC(C)C)cc(OC)c1OC
  1%	-14%	-3%	5%	0	-6%	-1%	u	-0.8%	-7%
Cc1c(C)n2c(SCC(=O)Nc3cccc4ccccc34)nnc2[nH]c1=O
  -5%	3%	x	-5%	-2	-2%	-6%	-22%	-0.6%	7%
COc1ccc(C(=O)NCc2nnc(SCC(=O)Nc3ccccc3F)o2)cc1
  -2%	5%	-1%	-1%	-4	2%	5%	u	0.1%	-7%
COCCCN(C(=S)NC(=O)C12CC3CC(CC(C3)C1)C2)c1c(N)n(Cc2ccccc2)c(=O)[nH]c1=O
  -2%	-8%	7%	7%	-1	-3%	0%	-22%	-0.2%	-10%
COc1cc(C(=S)N2CCOCC2)cc(OC)c1OC(=O)c1cc([N+](=O)[O-])c(C)c([N+](=O)[O-])c1
  -5%	0%	-11%	-9%	-2	1%	-5%	12%	-1.4%	4%
O=C(CCC(=O)N(CC(=O)NC1CCCC1)Cc1ccc2c(c1)OCO2)Nc1nccs1
  x	x	0%	x	0	0%	1%	x	-0.3%	1%

The last 2 entries of the part above lead into the next.
Values in the order: PTAP TSG101 blk	BRCA1 expr act	CXXC DNA block	TCR act	TRPV1 ag	p53 reactivator	AT treatment	a7 integrin act	B2AR arrestin	ELG1 DNA repair
COc1cc(C(=S)N2CCOCC2)cc(OC)c1OC(=O)c1cc([N+](=O)[O-])c(C)c([N+](=O)[O-])c1
  -5%	0%	-11%	-9%	-2	1%	-5%	12%	-1.4%	4%
O=C(CCC(=O)N(CC(=O)NC1CCCC1)Cc1ccc2c(c1)OCO2)Nc1nccs1
  x	x	0%	x	0	0%	1%	x	-0.3%	1%
Cc1c(NC(=O)N(C)c2ccccc2)c(=O)n(-c2ccccc2)n1C
  -9%	-2%	-4%	-2%	5	-1%	0%	u	0.2%	19%
CC1CCN(S(=O)(=O)c2cccc(C(N)=O)c2)CC1
  -2%	-17%	5%	0%	-3	-1%	6%	-6%	-2.1%	2%
CCCNS(=O)(=O)c1ccc(Oc2ncc(C(F)(F)F)cc2Cl)cc1
  -7%	-35%	2%	-8%	16	0%	7%	6%	2.8%	2%
CCN(CC)CCOC(=O)c1ccc(NC(=O)/C=C/c2cccs2)cc1
  -3%	0%	6%	0%[46.1 µM]	15	u	-1%	-22%	0.3%	u
CCCCCn1c(N)c(-c2nc3ccccc3o2)c2c([N+](=O)[O-])nn(C)c(=O)c21
  -4%	5%	-6%	-2%[46.1 µM]	-3	-3%	-4%	28%	-0.5%	u
COC(=O)CSCC(=O)Nc1nnc(-c2ccccc2C)s1
  -2%	-7%	16%	5%	5	-1%	-1%	16%	-0.2%	-2%
COc1ccc(CNC(=O)C2CCC(=O)N(CC3CCCCC3)C2)cc1 (stereo not given)
  1%	-6%	2%	-1%	-1	5%	14%	-32%	3.7%	-9%
Cc1cc(=O)oc2cc(OCC(=O)Nc3ccc(CN4CCOCC4)cc3)c(Cl)cc12
  -4%	13%	39%[activator]	-1%	-6	6%	-3%	-40%[inhibitor]	-0.8%	1%
CCOC(=O)N1N=C(c2ccc(OC)cc2)CC1(O)C(F)(F)F (stereo not given)
  -2%	u	4%	8%	9	5%	-1%	16%	-1.5%	u
Cc1c(CCOC(=O)C23CC4CC(CC(C4)C2)C3)sc[n+]1CC#N
  -7%	-102%[inhibitor]	2%	-4%	2	3%	-9%	-80%[inhibitor]	-0.1%	-7%
CCOc1ccc(CCNC(=O)COC(=O)c2cccc(S(=O)(=O)N3CCCC3)c2)cc1OCC
  -1%	-2%	x	-4%	-3	-4%	18%	0%	-0.1%	-22%
CCOc1ccc(Cl)cc1CN1CCOCC1
  -2%	-19%	-6%	2%	3	0%	-4%	1%	-0.4%	0%
